EPAC2 ag – activates human EPAC2 exchange factor; Potency, µM (doses to about 154 µM), without a hit: at the top dose activation, most hits filed as activators; 360,000 compounds, 0.079% hits; AID 720711; Q8WZA2; EPAC2 activation, biochemical qHTS; response scale: 100% = 6.5 mM cAMP response; further: potency means the concentration at half of the fitted maximal effect; nearly all actives have a fitted effect of over 50% in size
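Compounds were titrated in qHTS against a Rap1B-BODIPY-GDP (250 nM) complex with EPAC2 (100 nM) and GDP (50 uM). BODIPY-GDP release tracked at 480/540 nm over 30 min at room temperature, normalized to 6.5 mM cAMP.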
EPAC1 ag – EPAC1 (human) agonism | EPAC1 agonist qHTS, biochemical assay; response scale: 100% = response to 6.5 mM cAMP | Potency, µM (series often up to 154 µM), for the others: top-dose activation, hits mostly activators | 360,000 compounds, 0.073% hits | AID 720707 | O95398; further: potency means the concentration at half of the fitted maximal effect; nearly all actives have a fitted effect of over 60% in size
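Multi-concentration qHTS readout: loss of Rap1B-bound BODIPY-GDP fluorescence driven by 100 nM EPAC1 with excess GDP (50 uM), monitored kinetically at room temperature; agonist response expressed relative to 6.5 mM cAMP.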
EPAC1 antag – antagonists of human EPAC1 | EPAC1 GEF assay, Rap1b-BODIPY-GDP exchange fluorescence | AID 720709 | 360,000 compounds, 0.14% hits | Potency, µM (top dose mostly 115 µM), for inactives: at the top dose activity change, negative = inhibition, hits mostly inhibitors;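 further: potency means the concentration at half of the fitted maximal effect; plate controls were vehicle for no effect and positive control for full effect; nearly all actives have a fitted effect of over 50% in size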
WRN inhibitor – blocks human WRN helicase. WRN helicase unwinding, fluorescent forked duplex, kinetic. Potency, µM (titrated, usually from 114 µM), for the others: top-dose activity change, negative = inhibition, actives largely listed as inhibitors. 360,000 compounds, 0.46% hits; further: potency means the concentration at half of the fitted maximal effect; on the % scale 0 is the no-effect control and ±100 the full control effect; nearly all actives have a fitted effect of over 55% in size
Target sequence (Q14191 whole entry, looked up): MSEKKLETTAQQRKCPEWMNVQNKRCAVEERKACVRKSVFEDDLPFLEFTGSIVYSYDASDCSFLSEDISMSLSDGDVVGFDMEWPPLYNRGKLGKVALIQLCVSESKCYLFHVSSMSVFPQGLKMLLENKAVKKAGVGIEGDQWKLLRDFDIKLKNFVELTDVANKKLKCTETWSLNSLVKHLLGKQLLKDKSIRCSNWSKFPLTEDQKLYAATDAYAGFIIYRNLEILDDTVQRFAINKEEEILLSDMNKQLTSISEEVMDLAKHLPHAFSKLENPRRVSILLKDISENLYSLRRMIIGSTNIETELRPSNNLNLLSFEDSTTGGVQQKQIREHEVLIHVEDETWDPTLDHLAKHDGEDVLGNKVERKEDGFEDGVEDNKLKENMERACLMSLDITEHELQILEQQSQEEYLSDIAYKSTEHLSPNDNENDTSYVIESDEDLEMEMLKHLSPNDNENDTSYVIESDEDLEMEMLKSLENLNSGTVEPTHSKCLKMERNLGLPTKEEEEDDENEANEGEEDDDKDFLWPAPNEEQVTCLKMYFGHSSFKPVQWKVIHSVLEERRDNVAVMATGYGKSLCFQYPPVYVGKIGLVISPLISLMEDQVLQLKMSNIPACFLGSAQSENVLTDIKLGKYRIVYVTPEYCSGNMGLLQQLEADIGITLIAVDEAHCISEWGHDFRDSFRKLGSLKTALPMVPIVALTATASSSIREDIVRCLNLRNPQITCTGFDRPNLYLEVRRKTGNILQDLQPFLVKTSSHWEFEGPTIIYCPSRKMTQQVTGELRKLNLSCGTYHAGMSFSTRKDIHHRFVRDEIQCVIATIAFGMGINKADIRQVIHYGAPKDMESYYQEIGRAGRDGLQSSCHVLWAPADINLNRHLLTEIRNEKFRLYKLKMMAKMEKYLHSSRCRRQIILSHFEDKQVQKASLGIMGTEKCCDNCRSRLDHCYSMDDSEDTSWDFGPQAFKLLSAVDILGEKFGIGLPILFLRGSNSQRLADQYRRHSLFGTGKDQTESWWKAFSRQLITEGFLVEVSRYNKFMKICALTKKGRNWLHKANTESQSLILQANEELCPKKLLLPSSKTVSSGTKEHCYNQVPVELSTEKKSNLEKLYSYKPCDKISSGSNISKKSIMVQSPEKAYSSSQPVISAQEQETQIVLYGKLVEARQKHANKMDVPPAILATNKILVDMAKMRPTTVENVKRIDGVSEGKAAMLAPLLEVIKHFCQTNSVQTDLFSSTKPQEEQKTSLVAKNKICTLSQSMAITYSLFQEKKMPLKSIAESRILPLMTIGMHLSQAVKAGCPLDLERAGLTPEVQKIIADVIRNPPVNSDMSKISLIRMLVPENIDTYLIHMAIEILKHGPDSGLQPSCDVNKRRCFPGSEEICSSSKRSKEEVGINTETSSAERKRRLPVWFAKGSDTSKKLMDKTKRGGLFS
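WRN at 20 nM final preincubated with compound 15 min at room temperature; reaction started with 100 nM fluorophore/quencher forked duplex oligonucleotide and 2 mM ATP final. Unwinding followed kinetically by red fluorescence (ex 525, em 598 nm).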
CCT chaperon mod – changes cytosolic chaperonin activity. purified chaperonin ATPase assay, HTRF ADP detection, 30 min. activity change, % (no concentration beside the values), hits read low. 360,000 compounds, 0.3% hits. AID 651819; in the data active means activity change below about -30%; further: on the % scale 0 is the no-effect control and ±100 the full control effect
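TRiC at 40 or 20 nM final (batch-dependent) in 30 mM Tris pH 7.4, 100 mM KCl, 5 mM MgCl2, 1 mM DTT, with compound at single 76 uM and 10 uM ATP, 30 min at 37 deg C. ADP detected by HTRF Transcreener, 665/615 ratio.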
PI5P4K alpha inh – inhibitors of human PI5P4K alpha. 330,000 compounds, 1.2% hits. max response, %. P48426. AID 652105. PI5P4Kalpha enzyme, ADP-Glo luminescence, 60 min; active compounds read low; active means max response of -50% or lower; inconclusive means between -30% and -50%; inactive means -30% or higher; further: value at the top dose of about 77 µM; on the % scale 0 is the no-effect control and ±100 the full control effect
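Compounds were pin-transferred onto PI5P4Kalpha and substrate in HEPES pH 7.4 buffer with EGTA, CHAPS and 5% DMSO. ATP (5 microM final) started the reaction, which ran 60 minutes at room temperature before ADP-Glo detection.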
PLK1 PBD block – inhibitors of human PLK1 polo-box domain binding; Plk1 PBD binding of FITC phosphopeptide, fluorescence polarization; Potency, µM, without a hit: max response, negative = inhibition, actives largely listed as inhibitors; AID 720504; 360,000 compounds, 2.8% hits; further: potency means the concentration at half of the fitted maximal effect; series mostly up to about 57 µM; on the % scale 0 is the no-effect control and ±100 the full control effect; nearly all actives have a fitted effect of over 65% in size
IL-2 act – activators of IL-2; 360,000 compounds, 0.065% hits; IL-2 activation reporter assay, cell-based qHTS; stimulated with anti-CD3/CD4/CD28 beads; in transgenic mouse T cells; activation, % (series mostly up to about 46 µM); AID 652025; in the data active means activation above about 50%; inconclusive means mostly about 30% to 49%; further: 0% is about no effect
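Readout is EGFP and DsRed signal by fluorescent plate cytometry after 18 h at 37 degrees C. Transgenic mouse T cells (750/well) received compound for 60 min before bead stimulation (anti-CD3, anti-CD4, anti-CD28); memory T cells served as non-tolerant control.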
Numbers without * were called inactive; ? = inconclusive; . = not tested or not shown; [ ] = remark or other dose. Unless noted, the call rests on the fitted dose curve; in most records, active means well fitted curve in the direction sought with a large enough effect; inconclusive means small, poorly fitted or top-dose-only effect, or another doubt; inactive means no such curve, though single readings can be large; an effect the other way counts as inactive or inconclusive. A portion of the library (hit frequency here may not be typical).

SMILES | EPAC2 ag | EPAC1 ag | EPAC1 antag | WRN inhibitor | CCT chaperon mod | PI5P4K alpha inh | PLK1 PBD block | IL-2 act
CCN1CCN(S(=O)(=O)c2ccc(Cl)c(C(=O)N(CC)CC(=O)Nc3ccc(OC)cc3)c2)CC1 | 4% | 0% | 9% | 8% | -2.2 | -7 | -4% | 0.6
O=C(CN1C(=O)c2ccccc2C1=O)Nc1ccc(-c2nc3ccccc3o2)cc1 | 11% | -3% | 3% | -11% | 1.8 | -11 | -6% | 0.0
CC(NC(=O)COC(=O)c1cc(=O)c2ccccc2o1)c1ccccc1 (stereo not given) | 7% | 2% | -7% | -32% | -4.3 | -15 | -10% | -0.1
CC1=CCC2C(=O)N(c3ccc(C)cc3)C(=O)C2C1 (stereo not given) | 2% | -2% | 10% | 0% | -2.3 | . | -4% | -1.2
COc1ccc(NC(=O)C2CC(c3ccc(Cl)cc3)=NO2)cc1OC (stereo not given) | -6% | 1% | -21% | -3%[57.1 µM] | -1.3 | -4 | 12% | -0.8
CCC(c1nnnn1CC1CCCO1)N(CCN1CCOCC1)Cc1cc2cc(C)ccc2[nH]c1=O (stereo not given) | 12% | 8% | -2% | -9% | -2.8 | 5 | -15% | -0.3
CCC(=O)N1N=C(c2c(-c3ccccc3)c3cc(Cl)ccc3[nH]c2=O)CC1c1ccco1 (stereo not given) | -2% | -10% | ? | 3% | -1.0 | -10 | -7% | -4.6
O=C(NC(=S)Nc1ccc2c(c1)OCCO2)c1ccco1 | 8% | 9% | -20% | -11% | -5.4 | -10 | -24% | -2.7
Cc1ccc(S(=O)(=O)N2CCCCC2)cc1C(=O)N1CCN(CCO)CC1 | 5% | 11% | 7% | -9% | -0.2 | 0 | -8% | 0.8
N#Cc1ccc(C(=O)CN2CCN(c3ccccc3)CC2)cc1 | -1% | -3% | -2% | -15% | -0.8 | -1 | -11% | 0.3
CN(Cc1cn(C)nc1-c1ccc(Oc2ccccc2)cc1)CC1COCCO1 (stereo not given) | 8% | -1% | -2% | -1% | -0.1 | 1 | -7% | -0.4
COc1cc2sc(C)nc2c2ccccc12 | 13% | 7% | -26% | 3% | -1.2 | -2 | -20% | -1.5
CCOc1ccc(NC(=O)CN2CCN(CC(=O)Nc3cc(OC)cc(OC)c3)CC2)cc1 | 2% | 3% | -15% | -23% | -0.6 | -6 | -10% | 0.7
CC(NC(=O)CSc1nnc(-c2cccnc2)n1N)c1ccccc1 (stereo not given) | 7% | -6% | 1% | 1% | -2.9 | 1 | -20% | 1.2
C=CCn1c(NCc2cc(C)ccc2O)nc2ccccc21 | 14% | 7% | -17% | -3% | -0.6 | -8 | -6% | -2.6
COc1ccccc1/C=C/C(=O)Oc1cccc2cccnc12 | 11% | 19% | -12% | -4% | 2.0 | -1 | -4% | -5.7
O=c1c2cc(Cl)ccc2nc(-c2ccccc2Cl)n1O | 5% | -4% | 3% | 0%[57.1 µM] | -5.5 | 15 | -6% | -0.9
Cc1ccc(C(=O)OCC(=O)NCCNC(=O)COC(=O)c2ccc(C)o2)o1 | -3% | 6% | 1% | -1% | 0.0 | 5 | -3% | 0.0
CN(Cc1ccccc1NS(=O)(=O)c1ccc2ccccc2c1)C1CCCCC1 | -8% | -7% | 4% | -11% | 0.4 | 1 | -10% | -2.1
COc1ccccc1C(=O)N/C(=N/c1nc(C)cc(C)n1)Nc1ccccc1 | -4% | -9% | 7% | 4% | 1.6 | 1 | 7% | -3.5
CCCCOC(=O)NC1(C)CCS(=O)(=O)C1 (stereo not given) | 7% | -3% | -12% | -13% | -1.4 | 7 | -13% | 0.3
COc1ccc(N=Nc2nc3cc(Br)c(Br)cc3n2C)c(OC)c1 | -10% | 112µM* | 172%[activator] | -10%[57.1 µM] | -1.8 | -10 | ? | 1.3
O=C(CCc1nc(-c2ccccc2)no1)Nc1cccc(C(=O)NC2CC2)c1 | -2% | -7% | -20% | -9% | 1.8 | 1 | -6% | 0.1
O=C(N/N=C/c1c[nH]c2ccccc12)c1cc2ccccc2o1 | 0% | 1% | -17% | -5% | 0.9 | ? | 2% | -0.3
COC(=O)C1=CN(c2ccc(OC)cc2OC)C(N)=C(C#N)C1c1cccc([N+](=O)[O-])c1 (stereo not given) | 13% | -4% | -7% | 5% | . | 5 | -4% | -0.6

Copied from the list:
CCCCOC(=O)NC1(C)CCS(=O)(=O)C1 (stereo not given) in EPAC1 antag is entered as -12%
O=C(CCc1nc(-c2ccccc2)no1)Nc1cccc(C(=O)NC2CC2)c1 in EPAC1 ag is entered as -7%
CCC(c1nnnn1CC1CCCO1)N(CCN1CCOCC1)Cc1cc2cc(C)ccc2[nH]c1=O (stereo not given) in EPAC2 ag is entered as 12%
O=C(NC(=S)Nc1ccc2c(c1)OCCO2)c1ccco1 in EPAC1 ag is entered as 9%

Results in EPAC1 antag, for some of the entries so far:
Structure,EPAC1 antag
Cc1ccc(S(=O)(=O)N2CCCCC2)cc1C(=O)N1CCN(CCO)CC1,7%
N#Cc1ccc(C(=O)CN2CCN(c3ccccc3)CC2)cc1,-2%

Following part
SMILES | EPAC2 ag | EPAC1 ag | EPAC1 antag | WRN inhibitor | CCT chaperon mod | PI5P4K alpha inh | PLK1 PBD block | IL-2 act
O=C(NNc1nc(-c2ccccc2)c2cc(Br)ccc2n1)c1ccc(S(=O)(=O)N2CCCCC2)cc1 | 17% | -9% | 6% | 7% | 1.0 | 0 | -16% | 3.1
COc1ccc(C(=O)OCc2cc3cccc(C)c3[nH]c2=O)cc1 | -2% | -1% | 9% | 5% | -0.8 | 10 | 0% | -0.4
Cn1c(SCCOc2ccccc2Cl)nnc1-c1cccs1 | 10% | -1% | 16% | 1% | 0.0 | . | -12% | -3.9
CCOc1cc(NC(=S)NCCOC)c(OCC)cc1NC(=O)c1cccs1 | 3% | -6% | 2% | -8% | -0.5 | -3 | -13% | 0.7
COc1ccc(NC(=O)CSc2nnc(-c3ccccc3C)n2C)cc1 | -4% | 0% | 8% | 8% | 0.5 | . | 0% | 0.4
COC(=O)c1cccc(S(=O)(=O)N2CCCCC2)c1 | 5% | 0% | 3% | -1% | -5.4 | . | -8% | -0.6
COC(=O)c1ccc(COc2ccccc2/C=C(\C#N)C(=O)Nc2ccc(C)cc2)cc1 | 1% | -3% | 4% | 1% | -1.2 | 10 | 0% | 0.4
C/C(=N\Nc1nncc2ccccc12)c1ccc(OCC(=O)N(C)C)cc1 | 4% | 3% | -2% | -6% | 1.0 | -4 | -3% | -0.7
CCC(=O)c1ccccc1OCCN1C(=O)NC(C)(C)C1=O | 8% | -4% | 8% | 4% | 0.2 | . | -2% | 1.5
Cc1csc(CN(C)C(=O)c2cn(Cc3cccc4ccccc34)nn2)n1 | 5% | 17% | -3% | -5% | -12 | -4 | 0% | -0.3
c1ccc(Nc2cccc3ccccc23)cc1 | 19% | 9% | -2% | 3% | -0.8 | 7 | 0% | -0.5
Cc1cc(F)ccc1NC(=O)c1cc(S(=O)(=O)N2CCOCC2)cn1C | 18% | 9% | 11% | 3% | -1.1 | 3 | -17% | -1.8
O=C(COC(=O)CNC(=O)C1CCCCC1)Nc1cccc(F)c1 | -5% | -1% | 1% | 1% | -3.0 | 1 | 0% | 1.6
O=[N+]([O-])c1cc(C2Nc3cccc4cccc(c34)N2)ccc1Cl | -6% | -1% | -24% | 3% | 0.0 | -19 | -9% | 0.1
COc1ccccc1NC(=O)CCN1CCN(Cc2ccccc2)CC1 | -6% | 0% | 29% | -7% | 1.4 | . | -7% | 0.3
CCOc1ccc(NC(=O)CSC2=NCCN2)cc1 | -10% | 4% | -1% | -13% | -0.9 | -6 | -16% | 0.7
CC1(C)CC(=O)C2=C(C1)NC(SCC(=O)Nc1ccccc1)=C(C#N)C21CCCCC1 | -10% | 10% | 7% | -8%[57.1 µM] | -1.2 | -12 | -12% | -0.5
COc1ccccc1-c1noc(CCC(=O)Nc2cc(C(F)(F)F)ccc2Cl)n1 | -8% | -12% | -2% | -6% | -2.6 | . | -2% | -2.7
O=S1OCCN1c1ccccc1 (stereo not given) | 14% | -7% | -6% | -3% | 0.0 | -11 | 34µM* | 0.3
C#CCOCCOCCOCCNc1nc(N2CCN(C(=O)CCCCCCCCCCNC(=O)[C@@H]([C@H](C)O)n3cc(C)nn3)CC2)nc(N2CCN(C(=O)CCCCCCCCCCNC(=O)[C@@H]([C@H](C)O)n3cc(C)nn3)CC2)n1 | 3% | 6% | -14% | 2% | 0.4 | 6 | -7% | 1.3
CC1(CCl)N([O-])C2=C(CCCC2)[N+]1=O (stereo not given) | 4% | 3% | -5% | 2% | 0.5 | -2 | -16% | -0.6
Cc1nn(C)cc1C1C(C#N)=C(N)N(c2cccnc2)C2=C1C(=O)CCC2 (stereo not given) | 17% | 6% | -12% | 8% | -1.9 | -5 | -5% | -1.7
CC(=O)NCCNC(=O)C1Cc2c(-c3ccc(Cl)cc3)ccnc2O1 (stereo not given) | -2% | 2% | -9% | -8% | 0.9 | -5 | 0% | -0.3
CC(C)(C)c1ccc(S(=O)(=O)NC(Cc2ccccc2)C(=O)O)cc1 (stereo not given) | -2% | -2% | -3% | -1% | -4.0 | . | -13% | -0.3
COc1ccc(NC(=O)CSc2n[nH]c(C)c2[N+](=O)[O-])cc1 | 1% | -12% | 12% | -12% | 3.0 | -1 | -9% | -0.5

Further compounds follow.
SMILES | EPAC2 ag | EPAC1 ag | EPAC1 antag | WRN inhibitor | CCT chaperon mod | PI5P4K alpha inh | PLK1 PBD block | IL-2 act
Cc1cc2cc(C=C(C#N)C#N)c(Cl)nc2cc1C | -1% | -24% | ? | ? | -22 | -27 | ? | 0.2
COc1ccc(NC(=O)C2CC2(Cl)Cl)cc1S(=O)(=O)N1CCCCC1 (stereo not given) | -2% | 5% | -6% | 11% | 2.7 | 1 | 3% | 0.3
Oc1ccccc1N1CCN(CC(O)COC2CCCc3ccccc32)CC1 (stereo not given) | 6% | 3% | -8% | -6% | -1.5 | -19 | -8% | 0.8
CCc1nnc(NC(=O)C(C)C)s1 | 8% | -1% | 2% | -3% | -0.5 | 0 | -17% | -3.0
CC(=O)Nc1ccc(NC(=O)COc2ccccc2C(=O)Nc2cccc(Cl)c2Cl)cc1 | 3% | 12% | 19% | -3% | -0.6 | 1 | -6% | -0.1
Cn1c(=O)c2c(nc(CN3CCN(Cc4ccccc4)CC3)n2Cc2ccc(F)cc2)n(C)c1=O | 5% | 1% | -14% | -11% | -2.2 | 13 | -6% | -3.0

Assay outcomes as filed in PubChem.
